Mac1 fbg enh = increases human CD11b/CD18 adhesion to fibrinogen | hit rate 0.07% among 93,000 | AID 1499 | K562 CD11b/CD18 adhesion to fibrinogen, ATPlite luminescence | activation, % at 10 µM;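 active means 10 µM primary screen giving 50% or more activity, confirmed by 40% or more on retest at that dose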; further: strong numbers were not always called active
Target sequence (P05107 whole entry, looked up, other chains not shown): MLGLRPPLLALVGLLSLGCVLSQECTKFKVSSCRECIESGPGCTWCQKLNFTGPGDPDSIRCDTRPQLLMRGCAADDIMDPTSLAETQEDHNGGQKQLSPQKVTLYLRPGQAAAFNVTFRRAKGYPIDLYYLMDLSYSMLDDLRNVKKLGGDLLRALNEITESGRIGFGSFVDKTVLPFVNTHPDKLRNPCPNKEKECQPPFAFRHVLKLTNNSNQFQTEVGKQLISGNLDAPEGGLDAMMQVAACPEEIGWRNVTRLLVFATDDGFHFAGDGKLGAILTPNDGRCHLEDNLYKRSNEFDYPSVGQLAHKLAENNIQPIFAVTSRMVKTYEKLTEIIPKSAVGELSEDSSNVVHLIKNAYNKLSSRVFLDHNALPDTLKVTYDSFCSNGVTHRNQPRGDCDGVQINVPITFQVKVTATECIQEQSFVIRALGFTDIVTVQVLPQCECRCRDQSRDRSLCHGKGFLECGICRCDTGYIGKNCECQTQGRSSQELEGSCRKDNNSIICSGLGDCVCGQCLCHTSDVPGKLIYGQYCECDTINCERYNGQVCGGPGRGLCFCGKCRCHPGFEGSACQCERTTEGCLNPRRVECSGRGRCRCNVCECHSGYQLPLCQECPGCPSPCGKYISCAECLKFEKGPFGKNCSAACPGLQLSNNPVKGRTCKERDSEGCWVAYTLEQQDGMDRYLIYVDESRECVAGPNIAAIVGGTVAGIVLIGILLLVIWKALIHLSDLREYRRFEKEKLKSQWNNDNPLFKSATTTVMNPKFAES
PLK1 PBD inh = Plk1 (human) PBD binding inhibition; AID 693; Plk1 PBD phosphopeptide binding, fluorescence polarization; P53350; hit rate 0.13% among 97,000; inhibition, %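 (tested at about 20 µM)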; in the data active means inhibition above about 34%, passing the limit was not always enough
ERb SRC1 inh = blocks coactivator binding to human estrogen receptor beta; TR-FRET ER-beta LBD / SRC1-Cy5 peptide binding; receptor agonist-loaded with 1 µM estradiol; hit rate 1.3% among 86,000; Q92731; AID 633; inhibition, % at 25.6 µM;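 active means compounds whose percent inhibition of the receptor-coactivator binding signal exceeds about 50% in the single-dose screen, limit read from the data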;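 further: 0% = receptor plus peptide wells without compound and 100% = peptide-only wells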
ERa SRC1 pot = ER-alpha (human) coactivator binding potentiation; P03372; hit rate 1.3% among 86,000; TR-FRET ERalpha-LBD/SRC-Cy5 coactivator binding, 2 h; 100 = basal binding, no effect; coactivator binding (% of control), % at 25.6 µM; in the data active means activity above about 200%;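 further: binding measured in presence of low estradiol as agonist stimulus; 0% = peptide alone without receptor and 100% = receptor with peptide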
ERa SRC1 inh = blocks coactivator binding to human estrogen receptor alpha; P03372; TR-FRET ER-alpha LBD / SRC-1 peptide, estradiol-bound; inhibition, % at 25.6 µM; hit rate 1.7% among 86,000; in the data active means inhibition above about 50%;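 further: 0% = receptor plus peptide control and 100% = peptide only without receptor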
PLK1 kinase inh = PLK1 (human) kinase inhibition; recombinant PLK1 kinase, TR-FRET peptide phosphorylation; inhibition, % at 10 µM; hit rate 0.53% among 97,000;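 active means inhibition of 50% or more in the single-concentration screen; inactive means inhibition below 50%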;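 further: 0% = DMSO max control and 100% = H-89 dihydrochloride min control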
Rev-RRE block = disrupts HIV-1 Rev binding to RRE RNA; AID 704; inhibition, % at 8 µM; Rev peptide-RRE RNA binding, FRET; P05866; hit rate 0.79% among 97,000;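 active means inhibition above the screen-wide mean plus 3 SD, cut at about 35% in these data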;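 further: 0% = median DMSO wells and 100% = median Neomycin B control wells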
Target sequence (P05866 whole entry, looked up): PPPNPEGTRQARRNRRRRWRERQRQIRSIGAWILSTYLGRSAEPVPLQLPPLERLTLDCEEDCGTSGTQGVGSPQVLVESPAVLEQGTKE
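Material: labelled RRE RNA duplex and labelled Rev peptide / Buffer or medium: HEPES pH 7.5 salt buffer with EDTA / Compound dosing: single point, 8 µM final nominal compound concentration / Benchmarks: DMSO low control, neomycin B high control / Timing: 5 min preincubation and 15 min binding, 25 °C / Technique: FRET fluorescence readout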
FAK blocker = blocks human focal adhesion kinase activity; biochemical FAK kinase activity assay; AID 727; inhibition, %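 (tested at 7 µM)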; hit rate 0.84% among 97,000; in the data active means inhibition above about 19%;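 further: 0% = DMSO and 100% = reference compound high control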
CD11b adhes inh = CD11b/CD18-fibrinogen binding inhibition; P05107+P11215; K562 CD11b/CD18 adhesion to fibrinogen, ATPlite luminescence; Mn2+ added to activate the integrin; inhibition, % at 10 µM; hit rate 0.54% among 93,000; AID 1497;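 active means primary inhibition of 50% or more at 10 µM, then 40% or more on retest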; further: some results filed as inactive read as strong as hits
An asterisk follows results filed as active; x = no result given; [ ] = remark or other dose. Only part of the results is shown; the hit share may differ from the screen's.

molecule,Mac1 fbg enh,PLK1 PBD inh,ERb SRC1 inh,ERa SRC1 pot,ERa SRC1 inh,PLK1 kinase inh,Rev-RRE block,FAK blocker,CD11b adhes inh
CCc1c(C)nc(N)nc1N1N=C1SCC(N)=O,-2,-5,-1[fluorescence artefact?],96[fluorescence artefact?],-1,-2,9,-2,-34
O=c1[nH]c(=O)n(CCc2ccccc2)c(O)c1C=NCCCn1ccnc1,-1,13,8[fluorescence artefact?],103,1[fluorescence artefact?],-6,10,2,-12
Cc1cc(C)n2nc(SC(C)C(=O)N3CCC4(CC3)OCCO4)nc2n1 (configuration not stated),-3,-7,1,114,-3,-2,9,3,2
O=P(c1ccccc1)(c1nc2ccccc2s1)N1CCOCC1 (configuration not stated),-6,-9,10,108,2,-11,1,0,14
CCOP(=S)(OCC)c1ccc(N(C)C)cc1,-5,-20,-2[fluorescence artefact?],93,-2,-7,5,2,9
CCN1CCN(c2ccc(NC(=O)C(C)C)cc2Cl)CC1,x,-2,-14,92,-8,-11,-3,-3,x
Cc1cccc(C(=O)Nc2ccc(Cl)cc2C(=O)c2ccccc2)c1,1,-2,x,x,x,-8,16,7,4
COc1cc(/C=N/NP(=S)(c2ccccc2)c2ccccc2)ccc1O,0,-10,-6,69[fluorescence artefact?],5,-4,11,0,-7
CC1CN=C(Nc2cccc3ccccc23)S1 (configuration not stated),x,-6,-2,107[fluorescence artefact?],3[fluorescence artefact?],-8,-5,-5,x
CC1(C)C(C(=O)NN2C(=O)c3ccccc3C2=O)C1(C)C,1,-4,x,x,x,-9,4,0,-2
O=C1C2CCCN2C(c2ccccc2)N1c1ccccn1 (configuration not stated),-4,12,-10,110,-6,-10,4,-4,-3
Cc1ccc(-n2nc(C)c(C3C(C#N)=C(N)Oc4c3c(=O)oc3ccccc43)c2Cl)cc1 (configuration not stated),-2,-8,x,x,x,-7,8,-6,26
Cc1cccc(-c2nc3ccccc3c(=O)n2-n2cccc2)c1,-2,-3,4,86,-4,-13,1,0,-4
O=C(c1cccs1)N1C2CCC1CC(O)(c1cccnc1)C2 (configuration not stated),-3,-13,-3,116,3,-8,11,3,-25
CCN(CC)c1ccc(N=Cc2c(O)n(-c3cc(OC)ccc3OC)c(=O)[nH]c2=O)cc1,x,-53,17[fluorescence artefact?],93,-7[fluorescence artefact?],-3,64*,2,x
Cn1c2ccccc2c2cnn(CC(=O)N3CCC4(CC3)OCCO4)c(=O)c21,-4,-34,-5,86,-4,-6,1,-3,-1
COc1cccc(C2C([N+](=O)[O-])=C(N)Oc3c2c(=O)oc2ccccc32)c1 (configuration not stated),-3,-8,x,x,x,-15,12,-1,4
O=C1NC(=S)N(c2ccc(Cl)cc2)C(=O)/C1=C/N1CCN(C(=O)c2ccco2)CC1,-5,11,x,x,x,-8,41*,5,-6
COc1ccccc1N=Cc1c(O)n(C)c(=O)n(C)c1=O,0,-15,-8,116,-1,-5,5,6,-11
O=C(N/N=C1/CN2CCC1CC2)c1cccc(O)c1,1,-5,5[fluorescence artefact?],100,4[fluorescence artefact?],-7,3,0,-9
C=CCn1c(O)c(C(CC)=Nc2cc(OC)ccc2OC)c(=O)[nH]c1=O,1,2,-2[fluorescence artefact?],105,1,-3,1,1,-15
CN1CCN(c2ccccc2N)CC1,1,-3,18,92[fluorescence artefact?],13,4,4,9,31
CC1(C)COC(Nc2ccc(Cl)cc2)=N1,-6,-19,-15,128,-4,-10,6,0,-4
CC(N)Cc1ccccc1Sc1ccc(O)cc1 (configuration not stated),x,18,x,x,x,3,-2,-6,x
Cc1cc(NC(=O)COC(=O)c2c(C)nn(Cc3ccccc3Cl)c2Cl)no1,38,7,31,108,28,-5,7,-1,12
CCOc1ccc(-n2c(O)c(C=Nc3ccc(N4CCOCC4)cc3)c(=O)[nH]c2=O)cc1,-1,-17,33[fluorescence artefact?],94,16[fluorescence artefact?],-11,13,-2,9
O=C(COc1ccc(Br)cc1)N1CCN(Cc2ccncc2)CC1,-3,18,-4,99,-11,-1,3,-3,17
CN1CCc2nc3ccc(F)cc3c(C(N)=O)c2C1,x,2,x,x,x,-2,13,5,x
O=C(O)C1(c2ccc(Cl)cc2)CCC1,3,7,-6,105,-9,-11,11,1,-43
COc1ccc(CC(=O)N2CCN(C)CC2)cc1OC,-4,-4,3,100,-3,-6,2,-3,0
Fc1ccccc1N1CCN(Cc2c(F)cccc2F)CC1,-4,2,26,126,2,-7,5,0,3
CC(=O)NC(Cc1ccc(N(CCCl)CCCl)cc1)C(=O)O (configuration not stated),x,-17,-5,116[fluorescence artefact?],12,-13,10,-1,x
O=C(C1CC(=O)N(c2ccc(F)c(Cl)c2)C1)N1CCC2(CC1)OCCO2 (configuration not stated),x,-29,-3,121,0,-16,7,1,x
O=c1c2ccccc2nc(N2CCCC2)n1-c1ccc(Cl)cc1,x,-12,-4,105,3,-5,8,5,x
O=C(Cc1ccccc1)N1CCN(Cc2ccccn2)CC1,x,-3,-19[fluorescence artefact?],122,-25,-13,9,-2,x
CN(C)CCOC(=O)c1cn(Cc2ccccc2)c2ccccc12,x,-3,x,x,x,-12,-3,-3,x
CC(=Nc1ccc2c(c1)CCC2)c1c(O)n(C2CCCCC2)c(=O)[nH]c1=O,-1,-3,-7,123,0,-13,7,-2,-18
N#CC1=C(N)Oc2c(c(=O)oc3ccccc23)C1c1ccncc1 (configuration not stated),-3,0,x,x,x,-5,6,-4,-2
CCCCn1c(O)c(C(CC)=NC(C)c2ccccc2)c(=O)[nH]c1=O (configuration not stated),-1,-14,3,86,-10,0,6,-2,-5
c1ccc(CNCCc2ccc3c(c2)OCO3)nc1,x,1,-4[fluorescence artefact?],99,-11,-6,2,0,x
O=C(c1ccccc1)c1cn(CC(=O)N2CCCc3ccccc32)c2ccccc12,-4,9,-16,114,3,-1,10,-2,-9
O=C(CN1CCN(CCO)CC1)Nc1ccc(Cl)cc1C(=O)c1ccccc1,x,-8,3,113,7,1,-1,-5,x
CN(C)c1cc(N)c2c(n1)CCC2 (tested in a mixture with another compound),5,10,2,116,-2,5,6,0,-12
CN1CCN(c2ccc([N+](=O)[O-])c3cccnc23)CC1,-1,-18,x,x,x,-5,-3,-8,-2
COc1ccc(-n2c(C)nc3cc(C(=O)N4CCC5(CC4)OCCO5)ccc32)cc1,0,x,-9,126,-7,x,x,x,-2
O=C1CC(c2ccccc2)CC(O)=C1C=NCCN1CCN(C(=O)Cc2ccccc2)CC1 (configuration not stated),1,12,-2,121,3,4,-1,-1,-23
O=C(Nc1ccc(Br)cc1)c1nn(C23CC4CC(CC(C4)C2)C3)cc1Br,x,-30,x,x,x,-8,8,-1,x
O=C1/C(=C\c2ccc3c(c2)OCO3)N2CCC1CC2,-1,7,x,x,x,36,5,1,-12
COc1ccccc1CN1CCN(C(=O)COc2cccc(C)c2)CC1,2,37,-5,109,-9,8,5,-5,-2
CCSc1nnc([C@@H](N)Cc2ccccc2)o1,1,30,5,96,8,-6,0,3,-9
CC(O)(CS(=O)(=O)c1cccc(C(F)(F)F)c1)C(=O)Nc1ccc(C(F)(F)F)cc1 (configuration not stated),x,-38,x,x,x,-11,25,2,x
Cc1ccc2c(c1)CC1(CN2C)C(=O)NC(=O)N(c2ccccc2C)C1=O (configuration not stated),0,40*,-1,130,2[fluorescence artefact?],-15,4,1,-8
CCCCCCOc1ccc(CN2CCN(C)CC2)cc1,4,-1,x,x,x,-17,5,3,3
Clc1ccccc1Nc1ncnc(-n2cccc2)n1,x,-33,x,x,x,5,4,12,x
CCC(=Nc1ccc(OC)cc1OC)c1c(O)n(C)c(=O)n(C)c1=O,2,-1,-5,122,-3,-2,9,-4,78
COCCCn1c(N)c(C(=O)NCCC(C)C)c2nc3ccccc3nc21,x,-23,1,86[fluorescence artefact?],6[fluorescence artefact?],-10,6,16,x
CCCN(CC#CCOc1ccc(OC)cc1)CCC,x,0,-1,97,-3,1,5,1,x
CCOC(=O)c1c(NC(=O)C(c2ccccc2)c2ccccc2)sc2c1C1CCN2CC1,x,-38,-2,99,6,3,0,-2,x
O=C(COc1ccc2ccccc2c1)N1CCN(Cc2c[nH]c3ccccc23)CC1,-9,-5,x,x,x,-7,-5,-1,8
COc1ccc(C2SCC(=O)Nc3c2c(C)nn3-c2ccccc2)cc1 (configuration not stated),-4,-7,3,100,-3,0,6,0,0

Going on with the list.
molecule,Mac1 fbg enh,PLK1 PBD inh,ERb SRC1 inh,ERa SRC1 pot,ERa SRC1 inh,PLK1 kinase inh,Rev-RRE block,FAK blocker,CD11b adhes inh
COc1ccc(-n2c(O)c(C(C)=NC3CC3)c(=O)[nH]c2=O)cc1,-4,18,1,98,11[fluorescence artefact?],-11,2,-1,0
Cc1oc2ccc(OC(=O)N(C)C)cc2c1C(=O)OC(C)C,5,2,2[fluorescence artefact?],94,-8,-3,1,-2,-58
CCc1c(C)nc(N)nc1N1N=C1SCC#N,-3,-1,-2,89,8,-14,11,2,-15
CCCCCn1c(=O)c(C(=O)NCc2ccncc2)c(O)c2ccccc21,5,2,12,72,15[fluorescence artefact?],-3,-3,2,62
N=c1c[n+](CC23CC4CC(CC(C4)C2)C3)[n-]o1,-1,-22,x,x,x,-3,1,-2,4
COc1ccc(N2C(=O)NC(=O)C(CCc3ccncc3)(CCc3ccncc3)C2=O)cc1,x,-4,-5,129,-2,-9,0,-2,x
CCCCc1nc2ccccc2c(=O)n1-c1ccc(Cl)cc1[N+](=O)[O-],x,-8,x,x,x,-6,-4,0,x
O=C(COc1ccccc1)N1CCN(C/C=C/c2ccccc2)CC1,-6,2,-5,110,-5,-7,1,-1,-1
CN1CCN(Cc2cc(C(C)(C)C)c(O)c(C(C)(C)C)c2)CC1,0,-2,-8[fluorescence artefact?],109,8,-6,0,0,-40
CC(=NCc1ccco1)c1c(O)n(C)c(=O)n(C)c1=O,-4,-10,-3,123,-11,-6,5,-9,76
CC1CN(C)C(C)(C)CC1(O)c1ccccc1 (configuration not stated),-1,-11,-1,108,-8,-2,9,1,-9
O=C(Nc1ccc2ccccc2c1)c1nn(C23CC4CC(CC(C4)C2)C3)cc1Br,-1,-25,x,x,x,-3,11,-2,2
COc1cccc(NC(=O)CN2CC(c3ccccc3)CC2=O)c1 (configuration not stated),-3,-28,13,110,-7,-3,-3,-3,0
O=C1NC(=O)C2(Cc3ccccc3N3CCCC32)C(=O)N1 (configuration not stated),-1,2,-11,99,0,-4,4,-1,-20
Cn1c(=O)cc(SCC(=O)N2CCC3(CC2)OCCO3)c2ccccc21,2,0,-1,114,3,-6,3,4,9
Cn1c(O)c(/C=N/c2ccccn2)c(=O)n(C)c1=O,-1,x,9,115,3,x,x,x,-7

By substructure, those above containing a cyano group
molecule,Mac1 fbg enh,PLK1 PBD inh,ERb SRC1 inh,ERa SRC1 pot,ERa SRC1 inh,PLK1 kinase inh,Rev-RRE block,FAK blocker,CD11b adhes inh
Cc1ccc(-n2nc(C)c(C3C(C#N)=C(N)Oc4c3c(=O)oc3ccccc43)c2Cl)cc1 (configuration not stated),-2,-8,x,x,x,-7,8,-6,26
N#CC1=C(N)Oc2c(c(=O)oc3ccccc23)C1c1ccncc1 (configuration not stated),-3,0,x,x,x,-5,6,-4,-2
CCc1c(C)nc(N)nc1N1N=C1SCC#N,-3,-1,-2,89,8,-14,11,2,-15
